Screens (PubChem BioAssay)
West Nile virus CPE = inhibition of WNV-induced cytopathic effect – cell-based, CPE readout (AID 1621). West Nile virus-infected cells, CPE inhibition; higher % means a stronger effect. CPE inhibition, % at 10 µM, or IC50 in µM where a hit was titrated. 290,000 compounds, 0.02% hits; in the data active = a potency from the dose series; inconclusive = CPE inhibition mostly from about 3.7% at the one dose, without a potency; inactive = the rest, 99 in 100 with CPE inhibition below about 2.2%; also: strong numbers were not always called active
SV40 large T antigen = TAg ATPase/helicase activity blockers – biochemical (AID 1903). SV40 large T antigen ATPase/helicase inhibition assay; higher % means a stronger effect. inhibition, % at 20 µM; hits with a dose series show IC50 in µM. 310,000 compounds, 0.39% hits; in the data active = a potency from the dose series; inconclusive = inhibition mostly from about 32% at the one dose, without a potency; inactive = the rest, 99 in 100 with inhibition below about 32%; also: strong numbers were not always called active
K1F lysis inhibition = protection from phage-mediated lysis, alamar blue read-out – E. coli UTI89, K1F phage, bacterial capsule biogenesis inhibitors (AID 488966). E. coli UTI89 K1F phage lysis, alamar blue, 2 h; higher % means a stronger effect. inhibition, % at 100 µM; hits with a dose series show IC50 in µM. 340,000 compounds, 0.02% hits;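 active = phage lysis inhibition, versus mean bacterial control, above a set limit; inconclusive = no clear call, values can overlap the other calls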;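 also: capsule biogenesis inhibitors block K1F phage lysis so surviving cells raise fluorescence; higher fluorescence means more inhibition of phage lysis; actives were called in the ten point dose series up to 300 µM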
XIAP displacement = small molecules displacing peptide from XIAP – biochemical, IAP family, fluorescence polarization (AID 1018); XIAP BIR domain, fluorescence polarization peptide displacement; higher % means a stronger effect; displacement, % at 20 µM; hits with a dose series show IC50 in µM; 200,000 compounds, 0.007% hits; in the data active = displacement above about 50%; also: a part of the inactive calls stands beside numbers as strong as those of hits
WT yeast gro inh = growth inhibition of WT yeast, mitochondrial fusion screen. mitochondrial fusion phenotypic screen, WT strain. AID 1362. 190,000 compounds, 2.1% hits. inhibition, % at 10 µM; in the data active = inhibition above about 58%; tested in S. cerevisiae
Yfh1-off respiration = enhancers of respiration in Yfh1-depleted yeast, dose response, Friedreich's ataxia, plus single-dose screen (AID 1465); S. cerevisiae Yfh1-off respiration, WST-1 reduction, 72 h; higher fold induction means a stronger effect; one-dose fold induction at 50 µM; EC50 in µM for titrated hits; 220,000 compounds, 0.074% hits;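 active = fold induction of absorbance versus untreated yeast above a set limit, then at least 30% activation at any dose in follow-up; inconclusive = repeats straddling the limit, or above it without dose testing; inactive = fold induction below the set limit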;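 also: activators that raise dye reduction in frataxin-depleted yeast; strong numbers were not always called active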
Dengue-2 NS5 capping = Dengue-2 NS5 methyltransferase inhibitors, primary screen, biochemical, confirmation dose response (AID 588689) | one-dose inhibition, % at 25 µM; IC50 in µM for titrated hits | Dengue-2 NS5 methyltransferase capping enzyme assay, biochemical; higher % means a stronger effect | 340,000 compounds, 0.3% hits; in the data active = a potency from the dose series; inconclusive = inhibition above about 29% without an active follow-up result
RSV CPE inhibition = RSV antiviral activity via CPE protection, HEp-2 cells, primary 10 µM value included (AID 2391); HEp-2 cells, RSV-induced CPE inhibition; higher % means a stronger effect; one-dose CPE inhibition, % at 10 µM; IC50 in µM for titrated hits; 310,000 compounds, 0.13% hits; in the data active = a potency from the dose series; inconclusive = CPE inhibition mostly from about 23% at the one dose, without a potency; inactive = the rest, 99 in 100 with CPE inhibition below about 21%; also: strong numbers were not always called active
CSM14.1 death rescue = protection against thapsigargin-triggered cell killing – 384-well, CSM14.1, ATP luminescence, primary screen (AID 1222); CSM14.1 thapsigargin-induced death rescue, ATP luminescence; higher % means a stronger effect; 190,000 tested, under 10 active; one-dose cellular ATP content (survival), % at 20 µM; EC50 in µM for titrated hits;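 active = EC50 below 50 µM in the dose-response confirmation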;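 also: death triggered by thapsigargin at about 15 µM added after 2 h compound pretreatment; cell ATP read after overnight thapsigargin exposure of roughly 18 to 22 hours; normalized against plate controls of thapsigargin alone and 5% DMSO vehicle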
WT yeast gro inh mutant strain = second read-out of WT yeast gro inh, no call of its own (marks repeat the call); inhibition, %; mitochondrial fusion phenotypic screen, mutant strain inhibition
* = called active by the depositor; i = inactive; ? = inconclusive; nt = not tested or not shown; [ ] = dose if it differs, or a comment. Compounds as they come; any-hit rate near 2.2%.

#	SMILES	West Nile virus CPE	SV40 large T antigen	K1F lysis inhibition	XIAP displacement	WT yeast gro inh
1	O=C(OCc1cc2ccccc2[nH]c1=O)c1cccs1	-0.2%	12%	-0.8%	0.3%	-1
2	CC1CC1c1ccc(/C=C(\C#N)C(=O)Nc2cccc(Cl)c2Cl)o1 (stereo unspecified)	nt	12%	4.8%	-3.1%	6
3	Cn1nc(-c2ccccc2)c(C(=O)NC(C(=O)O)c2ccccc2)c1Cl (stereo unspecified)	1.2%	3%	nt	-3.5%	-4
4	O=C(NC1CCCCCC1)c1cc(-c2ccccn2)nc2ccccc12	-0.2%	12%	-0.1%	-8.0%	7
5	CCN(CC)S(=O)(=O)c1ccc(-c2nnc(SCC(=O)Nc3ccc(OC)cc3)o2)cc1	2.2%	3%	-0.4%	-6.1%	2
6	Cc1cc(NC(=O)c2ccc(Cl)cc2)n(-c2ccccc2)n1	-0.7%	8%	-0.1%	nt	nt
7	O=C(C1CCN(c2nnc(N3CCCC3=O)s2)CC1)N1CCN(Cc2ccc3c(c2)OCO3)CC1	-0.1%	4%	0.5%	-0.8%	-3
8	O=C(NC1CC1)c1c(O)c2ccccc2[nH]c1=O	0.3%	-1%	-0.7%[50 µM]	nt	nt
9	Cc1cc(C)nc(NN=C(c2ccccc2)c2ccccc2)n1	-1.8%	3%	0.2%	-4.9%	54
10	COc1ccc(Cc2nnc(SCC(=O)Nc3ccc(N4CCOCC4)cc3)n2C)cc1	-0.9%	13%	0.4%	nt	nt
11	CCOC(=O)c1sc(=NC(=O)c2cc(OC)c(OC)c(OC)c2)n(C)c1C	0.8%	1%	-0.1%	-3.0%	-2
12	Cc1c(Cl)c([N+](=O)[O-])nn1CC(=O)N1CCN(Cc2ccccc2)CC1	0.0%	4%	-0.9%	-5.0%	-5

#	WT yeast gro inh mutant strain	Yfh1-off respiration	Dengue-2 NS5 capping	RSV CPE inhibition	CSM14.1 death rescue
1	1	i	4%	1.3%	-1.2%
2	3	nt	-9%	7.9%	0.3%
3	5	i	nt	0.4%	-0.1%
4	5	i	-10%	2.0%	1.5%
5	-9	i	1%	0.4%	-1.0%
6	nt	nt	-9%	1.3%	nt
7	8	i	-1%	nt	0.7%
8	nt	nt	-1%	1.7%	nt
9	30	i	-3%	1.2%	2.1%
10	nt	nt	-2%	0.6%	nt
11	-5	i	1%	1.4%	1.3%
12	-17	i	5%	-1.2%	0.6%

The list goes on.
#	SMILES	West Nile virus CPE	SV40 large T antigen	K1F lysis inhibition	XIAP displacement	WT yeast gro inh
13	CCOC(=O)c1c2ccc(OCC(=O)N/N=C/c3ccccc3C(F)(F)F)cc2n2ccccc12	-0.4%	8%	nt	-1.5%	2
14	O=C(NN1CCOCC1)c1ccccc1Br	-0.3%	14%	i	nt	nt
15	Cc1ccc(CCNc2ccccc2C)cn1	0.5%	10%	0.5%	-3.1%	3
16	COc1ccc(-c2cn3nc(SCC(=O)NC4CCCCC4)ccc3n2)cc1	-0.8%	11%	0.3%	nt	nt
17	COc1ccccc1C(=O)Nc1ccnn1C1CCN(C(=O)C2CCOC2)CC1 (stereo unspecified)	0.2%	8%	0.9%	nt	nt
18	COc1cc(NC(=O)C2=C(N3CCOCC3)/C(=C\c3ccc(N(C)C)cc3)CCC2)cc(OC)c1OC	-0.8%	7%	-1.0%	-3.8%	-2
19	Cc1cc(=O)[nH]c2c1cnn2Cc1ccccc1	0.2%	3%	0.3%	-1.4%	1
20	N#Cc1cccc(NC(=O)COC(=O)c2ccccc2C(=O)c2ccc(Cl)c([N+](=O)[O-])c2)c1	-1.3%	4%	1.3%	-3.0%	2
21	CC(=O)Nc1ccc(C(O)(C(F)(F)F)C(F)(F)F)cc1	-0.1%	5%	0.6%	-8.0%	-1
22	Cc1cnc(NC(=O)CSc2nnc(Cc3ccccc3)o2)s1	1.4%	4%	7.3%	-5.6%	6
23	CCCc1cc(C(=O)N2CCN(c3ccccc3C)CC2)cs1	0.5%	2%	6.6%	-3.2%	54
24	Cc1c(Cl)cccc1NC(=O)N1CCCC1	0.5%	23%	0.1%	-4.7%	-11

#	WT yeast gro inh mutant strain	Yfh1-off respiration	Dengue-2 NS5 capping	RSV CPE inhibition	CSM14.1 death rescue
13	1	i	nt	nt	0.0%
14	nt	nt	nt	0.6%	nt
15	-7	i	-1%	5.5%	-0.5%
16	nt	nt	-3%	-0.1%	nt
17	nt	nt	-7%	1.6%	nt
18	3	?	-46%	8.2%	1.3%
19	9	i	-6%	2.3%	4.6%
20	-23	i	-1%	-2.6%	-0.4%
21	-3	i	-4%	1.6%	0.3%
22	13	i	-1%	0.8%	nt
23	38	i	-4%	3.4%	-2.6%
24	-1	i	-5%	1.8%	-0.4%

An excerpt of these results, with values under each structure:
Results follow in this order: West Nile virus CPE	SV40 large T antigen	K1F lysis inhibition	XIAP displacement	WT yeast gro inh	WT yeast gro inh mutant strain	Yfh1-off respiration	Dengue-2 NS5 capping	RSV CPE inhibition	CSM14.1 death rescue
[14] O=C(NN1CCOCC1)c1ccccc1Br
  -0.3%	14%	i	nt	nt	nt	nt	nt	0.6%	nt
[15] Cc1ccc(CCNc2ccccc2C)cn1
  0.5%	10%	0.5%	-3.1%	3	-7	i	-1%	5.5%	-0.5%
[16] COc1ccc(-c2cn3nc(SCC(=O)NC4CCCCC4)ccc3n2)cc1
  -0.8%	11%	0.3%	nt	nt	nt	nt	-3%	-0.1%	nt
[17] COc1ccccc1C(=O)Nc1ccnn1C1CCN(C(=O)C2CCOC2)CC1 (stereo unspecified)
  0.2%	8%	0.9%	nt	nt	nt	nt	-7%	1.6%	nt
[18] COc1cc(NC(=O)C2=C(N3CCOCC3)/C(=C\c3ccc(N(C)C)cc3)CCC2)cc(OC)c1OC
  -0.8%	7%	-1.0%	-3.8%	-2	3	?	-46%	8.2%	1.3%

Remaining list, next part.
#	SMILES	West Nile virus CPE	SV40 large T antigen	K1F lysis inhibition	XIAP displacement	WT yeast gro inh
25	COc1cccc(C(=O)CSc2nnc(COc3cccc4cccnc34)o2)c1	-0.1%	-4%	0.4%	-6.9%	-3
26	Cc1cc(=O)n(CC(=O)O)c2ccccc12	1.5%	10%	0.5%	-5.8%	-1
27	O=C(O)c1cc(N/N=C/c2ccc(-c3ccccc3)cc2)ccc1Cl	0.4%	18%	-4.1%[50 µM]	nt	nt
28	CCOC(=O)NC(=O)COC(=O)c1ccc(Sc2ncn[nH]2)c([N+](=O)[O-])c1	0.1%	-12%	-0.2%	-12%	-22
29	O=C(Cn1cncn1)N/N=C/c1c2ccccc2cc2ccccc12	0.6%	6%	0.5%[50 µM]	-1.4%	15
30	CCN(Cc1ccc(OC)c(F)c1)C(=O)c1cc2ccccc2o1	-1.1%	10%	-0.3%	nt	nt
31	NC(=O)c1ccccc1Nc1nc2nc3ccccc3c(=O)n2cc1Br	0.1%	14%	nt	nt	nt
32	COc1ccccc1/C=C1\SC(=S)N(CCC(=O)Nc2ccc(C(=O)O)c(O)c2)C1=O	0.1%	22%	13%	nt	nt
33	Cc1ccc(NC(=O)CN2CCN(S(=O)(=O)c3cccs3)CC2)cc1S(=O)(=O)N(C)C	-0.3%	10%	0.2%	-8.6%	-6
34	COc1ccccc1NC(=O)Nc1ccccc1C#N	-0.2%	4%	0.0%	nt	nt
35	COC(=O)c1nc(-c2ccccc2)oc1N1CCOCC1	-0.4%	1%	-0.2%	-3.8%	4
36	S=C(NC1CCCC1)N1CCOCC1	0.3%	9%	0.2%	-5.8%	4

#	WT yeast gro inh mutant strain	Yfh1-off respiration	Dengue-2 NS5 capping	RSV CPE inhibition	CSM14.1 death rescue
25	4	i	-1%	3.9%	nt
26	2	i	-10%	4.8%	-0.6%
27	nt	nt	61µM*	51%	nt
28	-10	i	-6%	0.6%	-0.5%
29	7	i	0%	3.4%	0.4%
30	nt	nt	3%	13%	nt
31	nt	i	nt	1.1%	nt
32	nt	nt	20%	0.2%	nt
33	-7	i	-5%	2.7%	-0.9%
34	nt	nt	nt	0.2%	nt
35	0	i	-2%	3.3%	-2.0%
36	0	i	2%	0.8%	-0.7%

Additional entries
#	SMILES	West Nile virus CPE	SV40 large T antigen	K1F lysis inhibition	XIAP displacement	WT yeast gro inh
37	CC(=O)N(/N=C1\Sc2ccccc2C1=O)c1cccc(C)c1	-0.1%	3%	1.4%	-6.7%	6
38	COc1ccc(S(=O)(=O)Nc2cc3c4c(c2)CCN4C(=O)CC3)cc1OC	nt	15%	1.7%[50 µM]	nt	nt
39	Cc1cc(C)n(-c2nc3c(c(=O)[nH]c(=O)n3C)n2CC(C)C)n1	0.1%	3%	0.5%	-7.9%	2
40	Cc1ccc(CC(=O)Nc2ccc(F)c([N+](=O)[O-])c2)cc1	-0.9%	10%	3.4%	-3.6%	-6
41	Cc1cc2c(c(=O)n1CCc1ccccc1)C(c1ccco1)C(C#N)=C(N)O2 (stereo unspecified)	0.1%	1%	7.8%	-8.4%	0
42	CC(=O)C1C(=O)CC(C)(O)C(C(C)=O)C1c1ccccc1 (stereo unspecified)	0.8%	-2%	-0.1%	-4.5%	-6
43	O=C(CN1C(=O)NC2(CCc3ccccc32)C1=O)c1ccccc1 (stereo unspecified)	-0.7%	15%	-0.1%	nt	nt
44	CN(C)S(=O)(=O)N(CC(=O)Nc1ccc2ccccc2c1)c1ccccc1	-0.2%	1%	0.0%	-2.8%	13
45	CC1(c2nnc(Cc3ccccc3)o2)CC(c2cccc([N+](=O)[O-])c2)=NO1 (stereo unspecified)	nt	5%	-0.5%	nt	nt
46	Cc1noc(C)c1COC(=O)CCN1c2ccccc2Sc2ccccc21	0.8%	19%	-0.5%	-0.8%	39
47	Cc1ccc(OCc2n[nH]c(=S)n2N)cc1C	0.3%	24%	0.4%	-11%	-5

#	WT yeast gro inh mutant strain	Yfh1-off respiration	Dengue-2 NS5 capping	RSV CPE inhibition	CSM14.1 death rescue
37	4	i	-1%	0.0%	-2.7%
38	nt	nt	-3%	-3.3%	nt
39	79	i	4%	2.2%	-1.4%
40	-13	i	1%	2.1%	-0.8%
41	7	i	-8%	0.7%	-0.7%
42	5	i	4%	-0.4%	2.5%
43	nt	nt	-6%	1.4%	nt
44	-1	i	-1%	11%	-1.9%
45	nt	nt	-7%	2.5%	nt
46	14	i	-15%	42%	-0.7%
47	5	i	-6%	1.0%	-1.4%
